Compound activity as filed in PubChem.
D2 PAM: positive allosteric modulators of human D2 dopamine receptor; P14416; HEK293 T-REx D2, calcium flux, EC20 dopamine potentiation; potentiation, % at 10 µM; actives 0.34% (n = 340,000); AID 485347;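 active = potentiation over 3 SD above the plate norm, cut at about 30% in these data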; also: 0% is about no effect
Target sequence (P14416 whole entry, looked up): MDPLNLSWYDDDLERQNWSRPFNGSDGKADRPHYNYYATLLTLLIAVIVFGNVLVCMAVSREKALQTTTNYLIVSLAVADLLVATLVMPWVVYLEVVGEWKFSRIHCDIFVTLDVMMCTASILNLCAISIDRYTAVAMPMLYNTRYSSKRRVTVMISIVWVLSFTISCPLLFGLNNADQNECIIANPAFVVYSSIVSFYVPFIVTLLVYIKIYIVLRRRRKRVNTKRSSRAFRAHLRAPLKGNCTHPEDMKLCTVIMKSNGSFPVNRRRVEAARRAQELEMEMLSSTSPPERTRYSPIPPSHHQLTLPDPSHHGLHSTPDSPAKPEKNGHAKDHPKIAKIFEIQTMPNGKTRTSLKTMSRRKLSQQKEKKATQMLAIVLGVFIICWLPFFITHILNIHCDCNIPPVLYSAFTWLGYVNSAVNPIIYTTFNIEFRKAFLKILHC
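Potentiation of an EC20 dopamine calcium response measured kinetically over 180 s, after a preceding 180 s compound-only read flagging agonists. Cells: inducible Hek293 Trex D2 line, 4000/well, cultured overnight at 30 C before dye loading.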
D1 agonist: human D1 receptor agonism | P21728 | HEK293 T-REx D1 cells, calcium flux, agonist mode | activation, % at 2 µM | actives 1% (n = 360,000); also: 0% is about no effect
Target sequence (P21728 whole entry, looked up): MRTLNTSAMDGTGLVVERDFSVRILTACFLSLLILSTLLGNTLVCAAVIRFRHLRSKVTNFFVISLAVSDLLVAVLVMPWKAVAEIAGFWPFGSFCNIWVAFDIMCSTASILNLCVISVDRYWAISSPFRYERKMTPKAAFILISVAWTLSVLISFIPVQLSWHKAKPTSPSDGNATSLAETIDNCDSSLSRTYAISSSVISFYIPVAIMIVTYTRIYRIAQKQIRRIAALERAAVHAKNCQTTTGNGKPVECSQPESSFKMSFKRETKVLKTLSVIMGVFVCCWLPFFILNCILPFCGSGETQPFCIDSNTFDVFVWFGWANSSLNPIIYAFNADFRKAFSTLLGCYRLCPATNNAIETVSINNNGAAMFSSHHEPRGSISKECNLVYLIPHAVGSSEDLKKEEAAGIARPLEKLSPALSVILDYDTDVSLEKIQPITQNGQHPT
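Inducible HEK293 T-REx D1 cells, force-coupled to calcium signalling, were plated at 4000 cells/well with tetracycline and held overnight at 30 C. After no-wash calcium dye loading, compound-evoked calcium rise over 180 s flagged agonists.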
D2 agonist: D2 dopamine receptor (human) agonism; P14416; HEK293 T-REx D2 cells, calcium flux agonist mode; activation, % at 2 µM; actives 0.53% (n = 340,000); AID 485358;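 active = activation over 3 SD above normal in the single-dose calcium agonist read, cut at about 30% in these data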; also: 0% is about no effect
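Tetracycline-induced HEK293 Trex cells with D2 receptor force-coupled to calcium signaling, plated overnight at 30 C and loaded with no-wash calcium dye. Calcium flux read kinetically for 180 s after compound addition; responses flag agonists.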
TRHR PAM: allosterically enhances the human TRH receptor | TRHR cells, fluo-8 calcium fluorescence, EC20 TRH enhancement | enhancement, % at 2 µM | actives 0.66% (n = 360,000) | AID 493056; in the data active = enhancement above about 30%; also: 0% is about no effect
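TRHR-expressing cells loaded with fluo-8 calcium dye were read kinetically (ex 480/em 530) during compound addition, then stimulated with an EC20 of TRH (10 nM final). Enhancement of the Gq-mediated intracellular calcium response was scored.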
TRHR ag: activates the human TRH receptor. TRHR cells, calcium flux fluo-8, FDSS agonist mode. activation, % at 2 µM. actives 0.18% (n = 360,000). AID 493084. P34981; also: 0% is about no effect
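Agonist-mode FDSS calcium read (Ex 480/Em 530, 1 s cycles) in 1536-well TRHR cells with fluo-8 dye, after 10-cycle baseline and 23 nL compound addition; TRH at EC20 (10 nM final) added afterwards for the enhancer phase.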
D2 antag: D2 dopamine receptor (human) antagonism; P14416; HEK293 TREx D2 cells, calcium flux, dopamine EC80; inhibition, % at 10 µM; actives 2% (n = 340,000); in the data active = inhibition above about 30%; also: 0% is about no effect
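Measurement of antagonist activity uses fluorescent calcium dye in inducible HEK293 T-REx D2 cells: 10 s baseline, compound addition with 180 s read, EC80 dopamine addition with a further 180 s read.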
D1 PAM: human D1 dopamine receptor positive modulation | P21728 | HEK293 TREx D1 cells, calcium flux, dopamine EC20 potentiation | potentiation, % at 10 µM | actives 0.036% (n = 360,000) | AID 504651; in the data active = potentiation above about 30%; also: 0% is about no effect
D1 antag: antagonists of human D1 dopamine receptor | actives 3.2% (n = 360,000) | activity change, negative = inhibition, % at 10 µM | P21728 | HEK293 TREx D1 cells, calcium flux, dopamine EC80; active compounds read low | AID 504652; in the data active = activity change below about -30%; also: % is scaled to controls: 0 for no effect and ±100 for the full control effect
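Tetracycline-induced HEK293 T-REx cells with force-coupled D1 receptor were loaded with a no-wash calcium dye. Compound was added after a 10 s baseline and read kinetically for 180 s; EC80 dopamine was then added and calcium flux followed another 180 s.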
RXFP1 antag: antagonists of human relaxin receptor RXFP1 | Q9HBX9 | HEK293-RXFP1, relaxin-stimulated cAMP HTRF, 30 min; active compounds read low | activity change, negative = inhibition, % at 57.5 µM | actives 0.59% (n = 350,000) | AID 1259400;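 active = activity change of -60% or lower, but not beyond a set lower limit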; also: % is scaled to controls: 0 for no effect and ±100 for the full control effect
* marks the source's active call; other numbers are inactive results; . = no result given. Rule as the data show it, unless noted: active = activation above about 30%; inactive = the rest. Not a hit list; about 7.3% have a hit in one of these screens.

entry	Structure	RXFP1 antag	D2 antag	D2 agonist	D1 PAM	D2 PAM
1	CNC(=O)c1c(NC(=O)C2=COCCO2)sc2c1CCN(C(=O)OC)C2	-3	1	-0.7	-2	2
2	CC(C)c1ccc(N2CCN(C(=O)c3ccccc3NC(=O)/C=C\C(=O)O)CC2)cc1	-11	.	.	-8	.
3	CCOC(=O)Nc1sc(C(=O)N(CC)CC)c(C)c1C(=O)OCC	7	-11	0.6	2	45*
4	CN(C)/C=C(\C#N)S(=O)(=O)c1ccccc1	10	13	0.7	-6	-10
5	CCN(CC)CCCN(Cc1cc2cc(OC)c(OC)cc2[nH]c1=O)C(=O)Nc1ccccc1	-6	5	-0.6	-5	-9
6	O=C(C1CC1)N1N=C(c2ccc(Br)cc2)CC1(O)C(F)(F)F (stereo unspecified)	-5	16	0.3	6	-6
7	COc1ccc2nc(NC(=O)CSC3=NCCS3)sc2c1	-7	-1	-1.2	3	5
8	CC(C)Cc1nc(SCC(=O)Nc2nnc(CC(C)C)s2)n[nH]1	-19	2	0.0	-3	3
9	COc1ccccc1OC(C)C(=O)Nc1ccc(-c2nc3ccccc3s2)cc1 (stereo unspecified)	.	.	0.5	0	4
10	Cc1nn(C)c(C)c1CCNC(=O)Nc1ccccc1C(F)(F)F	.	.	1.5	0	6

entry	TRHR PAM	D1 agonist	D1 antag	TRHR ag
1	3	1	3	-0.3
2	-2	11	-3	0.9
3	1	-2	4	2.8
4	15	3	.	0.3
5	-3	1	9	-0.4
6	4	1	1	-0.1
7	22	1	-10	-0.2
8	-2	7	2	0.7
9	-4	2	-1	1.2
10	2	3	-5	0.1

Next records follow.
entry	Structure	RXFP1 antag	D2 antag	D2 agonist	D1 PAM	D2 PAM
11	Cc1nnc(SCc2cc(=O)c3ccccc3[nH]2)s1	7	.	0.2	-3	1
12	CCOC(=O)C(C)OC(=O)C1=C(C)NC(=O)NC1c1ccc2c(c1)OCO2 (stereo unspecified)	-5	0	1.1	-3	5
13	CCCC(=O)N1CCN(c2ccc([N+](=O)[O-])cc2Cl)CC1	-4	-9	0.3	-1	3
14	COC(=O)CCCC(=O)NC(C)c1cnn(-c2ccccc2C)c1C (stereo unspecified)	5	4	0.6	-10	7
15	Cc1ccccc1C(=O)Nc1nnc(S(=O)(=O)N2CCc3ccccc32)s1	-11	.	-0.8	-5	6
16	COc1ccc(OCC(=O)NC2CC(C)(C)NC(C)(C)C2)cc1	9	15	-1.5	-7	10
17	O=c1c2cc(Cl)ccc2nc(-c2ccccc2)n1O	-7	23	-8.0	-3	5
18	Cc1cc(Br)ccc1NC(=O)c1cnc(N2CCN(c3ccccn3)CC2)c2ccccc12	-29	-21	0.6	-5	.
19	O=C(CCC1CCCN(Cc2ccncc2)C1)NCc1ccc(F)c(F)c1 (stereo unspecified)	0	-13	-0.4	-1	-4
20	O=C(Nc1ccccc1)ON=C1CCCC1	.	0	0.1	6	9

entry	TRHR PAM	D1 agonist	D1 antag	TRHR ag
11	9	2	3	0.6
12	1	7	-10	0.0
13	5	13	-17	0.3
14	15	2	-11	-0.7
15	13	4	5	0.4
16	3	1	-9	-1.2
17	-9	5	0	-0.4
18	5	2	4	0.7
19	6	1	-2	0.7
20	6	1	23	0.2

Sorted by length of the SMILES (highest first): 3 of the compounds above
entry	Structure	RXFP1 antag	D2 antag	D2 agonist	D1 PAM	D2 PAM
18	Cc1cc(Br)ccc1NC(=O)c1cnc(N2CCN(c3ccccn3)CC2)c2ccccc12	-29	-21	0.6	-5	.
15	Cc1ccccc1C(=O)Nc1nnc(S(=O)(=O)N2CCc3ccccc32)s1	-11	.	-0.8	-5	6
14	COC(=O)CCCC(=O)NC(C)c1cnn(-c2ccccc2C)c1C (stereo unspecified)	5	4	0.6	-10	7

entry	TRHR PAM	D1 agonist	D1 antag	TRHR ag
18	5	2	4	0.7
15	13	4	5	0.4
14	15	2	-11	-0.7

Continuation:
entry	Structure	RXFP1 antag	D2 antag	D2 agonist	D1 PAM	D2 PAM
21	COc1cccc2cc(C(=O)N3CCCCC3C)c(=O)oc12 (stereo unspecified)	0	30	-0.2	-1	4
22	COc1ccc2c(Cl)c(C(N)=O)sc2c1	-1	0	0.6	3	2
23	CCc1ccc(CN(Cc2ccco2)C(=O)c2ccccc2Cl)cc1	-26	.	0.6	-3	-2
24	CC(NC(=O)COC(=O)c1ccccc1Nc1ccccc1)c1ccccc1 (stereo unspecified)	-11	0	-1.1	2	-6
25	CN(Cc1nc2ccccc2c(=O)[nH]1)C(=O)c1ccc(NC(=O)CSc2nnnn2C)cc1	1	-18	0.3	-5	19
26	COc1ccc(S(=O)(=O)NCC2CCCN(C(=O)c3cccs3)C2)cc1 (stereo unspecified)	-2	.	.	-6	-1
27	Cc1ccccc1OCCC(=O)OCC(=O)Nc1ccc(N2CCOCC2)cc1	-16	-25	0.0	6	0
28	COc1ccc(Cn2ccc3nc(C)c(C(=O)Nc4cc(C)cc(C)c4)cc3c2=O)cc1	-4	.	0.7	-1	14
29	CCOC(=O)N1CCN(C(=O)C2CCN(C(=O)c3ccc([N+](=O)[O-])cc3)CC2)CC1	-12	-12	0.9	3	8
30	CC(SCc1ccccc1)C(=O)Nc1ccccc1Br (stereo unspecified)	-18	-3	-0.7	1	2

entry	TRHR PAM	D1 agonist	D1 antag	TRHR ag
21	3	0	2	-0.8
22	-6	4	-23	-1.0
23	-2	7	-13	3.0
24	-2	3	13	-0.1
25	5	1	-3	0.7
26	5	0	-4	-1.2
27	-1	7	-4	0.1
28	3	5	-22	0.1
29	6	7	13	-0.2
30	-2	1	9	0.2

(more compounds)
entry	Structure	RXFP1 antag	D2 antag	D2 agonist	D1 PAM	D2 PAM
31	OCCN1CCN(c2nc(-c3ccccc3O)nc3ccccc23)CC1	-9	0	1.0	-8	7
32	COCCNC(=S)NNc1ccccc1[N+](=O)[O-]	-15	-29	0.0	10	6
33	COc1ccc(CNC(=O)CCCC(=O)Nc2cccc(Br)c2)cc1	-3	-11	-0.6	-3	-6
34	O=C(CN1C(=O)NC2(CCCCCC2)C1=O)c1ccc(F)cc1	-3	-11	-1.0	-2	-5
35	COc1ccc(CCNC(=O)CS(=O)(=O)Cc2nc(-c3ccc(C)cc3)oc2C)cc1OC	-12	.	.	3	.
36	O=C(NCCN1CCCCC1)c1ccc2c(c1)OCCO2	-1	14	-0.5	2	-17
37	CN(C(=O)c1cc(-c2ccccc2)on1)C1CCCCC1	-10	-8	0.1	-6	10
38	NC(=O)[C@H]1CC2(CC(c3cccc(NC(=O)[C@H]4CCC(=O)N4)c3)=NO2)CN1C(=O)c1cc([N+](=O)[O-])cc([N+](=O)[O-])c1 (stereo partly specified)	.	6	-0.2	-3	-8
39	CN1CCc2c(sc3c2c(=O)n(-c2ccccc2)c2nncn32)C1	4	-20	0.3	-3	-1
40	COc1ccc(C(C(=O)NC2CCCCC2)N(CC2CCCO2)C(=O)C2COc3ccccc3O2)cc1OC (stereo unspecified)	-20	-2	-1.1	-7	1

entry	TRHR PAM	D1 agonist	D1 antag	TRHR ag
31	14	9	-19	1.0
32	0	2	-5	-0.2
33	5	5	2	-2.3
34	-8	-2	-49*	0.1
35	6	2	16	0.6
36	-1	2	11	0.2
37	3	2	-3	-0.1
38	-10	3	-10	0.2
39	11	2	-7	0.6
40	0	0	-11	-0.4

Printed as active in D2 PAM, of those listed so far:
| # | mol | RXFP1 antag | D2 antag | D1 PAM | D2 PAM | TRHR PAM | D1 agonist | D1 antag | TRHR ag |
| --- | --- | --- | --- | --- | --- | --- | --- | --- | --- |
| 3 | CCOC(=O)Nc1sc(C(=O)N(CC)CC)c(C)c1C(=O)OCC | 7 | -11 | 2 | 45* | 1 | -2 | 4 | 2.8 |

Going on with the list.
entry	Structure	RXFP1 antag	D2 antag	D2 agonist	D1 PAM	D2 PAM
41	CC/C(Cc1ccccc1)=N/NC(=O)CNC(=O)c1ccc(Cl)cc1Cl	9	-7	1.2	-8	-6
42	Cc1c(C(=O)Nc2nc3ccccc3[nH]2)oc2c(Cl)cccc12	-4	2	-1.0	1	2
43	O=C(CN1C(=O)C2C3C=CC(C3)C2C1=O)Nc1ccc(S(=O)(=O)N2CCCCC2)cc1 (stereo unspecified)	-3	2	2.3	-5	2
44	COc1ccc(CN(C(=O)/C=C/c2ccccc2Cl)C2CCS(=O)(=O)C2)cc1 (stereo unspecified)	5	26	-0.5	-1	15
45	COc1ccc(N(CC(=O)NC2CCCC2)C(=O)CCC(=O)Nc2cc(C)on2)c(OC)c1	-4	-10	0.2	-1	-6
46	CCOC(=O)CSc1nnc(CNC(=O)Cc2ccccc2)n1-c1ccccc1OC	31	5	-1.4	-8	5
47	CCn1cc(C(=O)N(C)Cc2ccccc2)c(=O)c2cc(S(=O)(=O)N3CCCCC3)ccc21	-7	.	-0.4	2	13
48	CCN(c1ccc(NC(=O)COC(=O)c2ccc([N+](=O)[O-])o2)cc1)C(C)C	-5	15	1.0	.	-4
49	COc1ccc(-n2c(Cc3cc(=O)[nH]c(=O)[nH]3)nnc2SCC(=O)Nc2ccccc2)cc1	-3	8	0.2	-2	3
50	CC(C)Cc1nc2ccccc2[nH]1	-2	-15	0.6	2	-9

entry	TRHR PAM	D1 agonist	D1 antag	TRHR ag
41	-23	-1	-9	-0.1
42	-3	1	-7	-0.1
43	0	5	-8	1.2
44	9	8	-3	-0.8
45	10	2	-7	0.3
46	11	1	-1	-0.9
47	-10	1	-23	0.1
48	2	13	-9	-0.2
49	1	0	-18	0.6
50	0	1	-7	0.3

(more compounds)
entry	Structure	RXFP1 antag	D2 antag	D2 agonist	D1 PAM	D2 PAM
51	CCOC(=O)c1c(C)nc(-c2ccccc2)nc1NC(=O)C(C)C	16	16	0.4	-3	32*
52	Cc1ccc2c(CNCc3ccccc3)cc(=O)oc2c1	-1	-9	-0.3	3	-8
53	Cc1nnc(C)c2c(C)n(-c3ccc4ncccc4c3)c(C)c12	-1	32*	0.3	2	1
54	O=C(CN1CCN(c2ccc(F)cc2)CC1)N1CCC(Cc2ccccc2)CC1	-15	-2	0.7	-1	-6
55	Cc1ccc(NC(=O)NC(=O)N(C(C)C)S(C)(=O)=O)nc1	.	-2	-1.5	9	13

entry	TRHR PAM	D1 agonist	D1 antag	TRHR ag
51	5	2	8	-0.4
52	-2	1	-10	0.4
53	-6	2	-5	0.1
54	0	1	-6	-0.2
55	6	2	0	0.0
